OXTR agonist: agonists of human oxytocin receptor | P30559 | CHO-OTR cells, Fluo-8 calcium fluorescence; normalized: DMSO 0%, oxytocin 100% | activation, % at 3 µM | 320,000 compounds, 0.32% hits;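 active = activation above the mean of all tested compounds plus 3 SD, cutoff set per screening run, cut at about 20% in these data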;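 also: peak over basal fluorescence ratio from a 100 s FLIPR kinetic read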
GalR3 antagonist: blocks the human galanin receptor 3; 360,000 compounds, 0.44% hits; inhibition, % at 3 µM; O60755; HEK293 GalR3-CNG cAMP membrane potential fluorescence; galR3 body fused to GalR1 C-terminus;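 active = inhibition above the screen-wide average plus 3 SD, cut at about 13% in these data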;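 also: forskolin and galanin both at EC90 stimulate the cells; cAMP rise reported by CNG channel membrane potential dye signal; 0% = forskolin plus galanin with DMSO and 100% = forskolin alone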
Target sequence (O60755 1-299 limits assumed): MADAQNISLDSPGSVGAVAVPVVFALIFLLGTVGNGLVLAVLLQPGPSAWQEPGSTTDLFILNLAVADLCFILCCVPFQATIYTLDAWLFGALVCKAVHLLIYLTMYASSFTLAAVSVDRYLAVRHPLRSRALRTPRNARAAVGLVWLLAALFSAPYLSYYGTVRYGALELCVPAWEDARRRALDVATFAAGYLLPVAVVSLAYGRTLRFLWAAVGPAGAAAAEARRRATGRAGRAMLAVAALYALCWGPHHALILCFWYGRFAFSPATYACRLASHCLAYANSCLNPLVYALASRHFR
V1R ag counter: V1a receptor agonism, counter-screen for OXTR agonists; P37288; CHO-V1R cells, Fluo-8 calcium fluorescence, agonist mode; 0% DMSO, 100% 3 nM vasopressin; activation, % at 3 µM; 320,000 compounds, 0.25% hits;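 active = activation above the mean activation of all tested compounds plus 3 SD, per screening run, cut at about 20% in these data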;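 also: signal is peak over basal fluorescence ratio across a 100 second FLIPR read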
Target sequence (P37288 whole entry, looked up): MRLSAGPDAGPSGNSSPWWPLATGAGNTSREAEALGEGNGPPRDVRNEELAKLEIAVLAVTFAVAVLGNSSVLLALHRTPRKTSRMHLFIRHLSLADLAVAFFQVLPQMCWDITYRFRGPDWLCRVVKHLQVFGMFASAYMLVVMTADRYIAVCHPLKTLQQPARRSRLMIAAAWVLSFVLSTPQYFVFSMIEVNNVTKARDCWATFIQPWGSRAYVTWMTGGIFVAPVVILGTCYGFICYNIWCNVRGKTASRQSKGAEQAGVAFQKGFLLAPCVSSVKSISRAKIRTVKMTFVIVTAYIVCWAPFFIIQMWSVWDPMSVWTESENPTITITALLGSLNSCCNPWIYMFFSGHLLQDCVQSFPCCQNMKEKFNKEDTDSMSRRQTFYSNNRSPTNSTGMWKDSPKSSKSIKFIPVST
* = called active by the depositor. Some of the compounds tested (hit frequency here may not be typical).

SMILES	OXTR agonist	GalR3 antagonist	V1R ag counter
O=C(CNC(=O)c1ccccc1F)NNC(=O)c1ccccc1O	1.0	-4	0.0
C[C@@]12C(=O)Nc3ccc(Br)cc3C(=O)N1[C@H]1c3cc(Br)ccc3OC[C@@H]1[C@@H]2c1ccccc1	-0.4	-5	1.4
O=C(OCC(=O)c1ccc[nH]1)c1ccc(Cl)c(Cl)c1	7.0	-5	8.1
CC(C)(C)c1cc(NC(=O)COC(=O)c2ccc(O)cc2O)n(-c2ccccc2)n1	0.5	2	1.4
NC(=O)C1CCN(c2nc(-c3ccc4c(c3)OCCO4)cs2)CC1	-0.9	-5	0.9
CCOc1ccccc1C(=O)NC(C(=O)NCCc1ccccn1)C(C)C (centres undefined)	-0.1	-2	0.3
CC1CCCCC12NC(=O)N(CC(=O)Nc1ccc(OC(F)F)cc1)C2=O (centres undefined)	-0.8	-5	0.1
Cc1sc2nc(CSC(C)C(=O)Nc3ccc(C(N)=O)cc3)[nH]c(=O)c2c1C (centres undefined)	0.2	-4	0.8
CC1CCN(C(=O)c2cccc(S(=O)(=O)N3CCCc4ccccc43)c2)CC1	-1.8	-3	0.3
Cc1ccc2c(CC(=O)OCC(=O)N(CC(C)C)c3c(N)n(Cc4ccccc4)c(=O)[nH]c3=O)coc2c1	-0.1	-6	-0.7
CCOc1cc(C(=O)N(C)CC(=O)Nc2cccc(F)c2)ccc1OCC(=O)N1CCCCC1	0.1	-6	-1.2
CCc1cc(C(=O)N(Cc2ccccc2)c2c(N)n(CCOC)c(=O)[nH]c2=O)sc1C	-2.1	1	-1.8
Cc1cccc(NC(=O)CN2CCN(C(=O)c3ccc(OCc4cn5ccccc5n4)cc3)CC2)c1C	6.2	-7	5.4
O=C(CCNC(=O)c1ccc(Br)cc1)Nc1ccccc1N1CCCC1	-2.6	-2	-0.9
COc1ccc(OC)c(-c2nn(-c3ccccc3)cc2C(=O)NCC(c2ccco2)N2CCCC2)c1 (centres undefined)	0.7	-5	-0.5
COC(=O)Cc1ccc(OC(=O)C2CCN(S(=O)(=O)c3ccc(OC)c(OC)c3)CC2)cc1	5.3	2	2.6
CCN(CC(=O)Nc1c(F)cccc1F)C(=O)C1CCN(C(=O)Nc2ccccc2)CC1	1.2	-5	0.9
CN1CCN(S(=O)(=O)c2cccc(C(=O)Oc3ccc(C(C)(C)C)cc3)c2)CC1	5.0	-3	1.7
CC(Sc1n[nH]c(N)n1)C(=O)Nc1cccc2ccccc12 (centres undefined)	0.1	0	-0.5
CC(=O)Nc1ccc(NC(=O)C(C)OC(=O)/C=C/c2ccc3c(c2)OCO3)cc1 (centres undefined)	0.0	-4	0.4
CCN(CC(=O)Nc1ccc(NC(C)=O)cc1)C(=O)/C=C/c1cn(-c2ccccc2)nc1-c1ccc(F)cc1	0.8	-4	0.6
O=C(CN1CCCCC1)Nc1cc(S(=O)(=O)N2CCOCC2)ccc1N1CCCC1	1.7	-3	1.1
O=C1C=C(/C=C/c2ccccc2)C[C@@H](c2ccc3c(c2)OCO3)C1	0.3	-4	0.4
O=C(O)c1ccc(CNC(=O)c2ccc(S(=O)(=O)N3CCCCC3)cc2)cc1	0.3	4	0.3
CN(CC(=O)Nc1ccccc1Br)CC(=O)Nc1ccccc1-c1ccccc1	-1.9	-2	-0.5

Seven records drawn at random from the list so far:
SMILES	OXTR agonist	GalR3 antagonist	V1R ag counter
O=C(CCNC(=O)c1ccc(Br)cc1)Nc1ccccc1N1CCCC1	-2.6	-2	-0.9
CC(C)(C)c1cc(NC(=O)COC(=O)c2ccc(O)cc2O)n(-c2ccccc2)n1	0.5	2	1.4
Cc1ccc2c(CC(=O)OCC(=O)N(CC(C)C)c3c(N)n(Cc4ccccc4)c(=O)[nH]c3=O)coc2c1	-0.1	-6	-0.7
CC(Sc1n[nH]c(N)n1)C(=O)Nc1cccc2ccccc12 (centres undefined)	0.1	0	-0.5
CN1CCN(S(=O)(=O)c2cccc(C(=O)Oc3ccc(C(C)(C)C)cc3)c2)CC1	5.0	-3	1.7
NC(=O)C1CCN(c2nc(-c3ccc4c(c3)OCCO4)cs2)CC1	-0.9	-5	0.9
O=C(O)c1ccc(CNC(=O)c2ccc(S(=O)(=O)N3CCCCC3)cc2)cc1	0.3	4	0.3

Later entries:
SMILES	OXTR agonist	GalR3 antagonist	V1R ag counter
COc1ccc(Cl)cc1C(=O)OCC(=O)Nc1cccnc1Cl	1.4	-3	1.6
O=C(c1ccco1)N1CCN(Cc2cc(=O)c(OCc3c(F)cccc3Cl)co2)CC1	-1.3	2	-0.4
N#Cc1ccc(NC(=O)COC(=O)c2cccnc2Cl)cc1	2.1	-2	4.0
C=C[C@@H]1c2ccccc2N(S(=O)(=O)c2ccc(C)cc2)[C@H](c2ccc(C(=O)OC)cc2)C1(C#N)C#N	0.9	-4	0.6
CCOC(=O)Cc1csc(NC(=O)CSc2nc(C)cc(C)n2)n1	3.0	-6	5.2
O=C(NCC(=O)N1CCCC(C(F)(F)F)C1)c1ccc(Br)o1 (centres undefined)	-0.3	2	-1.7
CN(C(=O)COC(=O)CN1C(=O)c2cccc([N+](=O)[O-])c2C1=O)c1ccccc1	-0.2	-1	1.2
NS(=O)(=O)c1ccc(CCNC(=O)COC(=O)Cc2ccc([N+](=O)[O-])cc2)cc1	0.3	-7	0.8
CCOC(=O)c1cc(CC)sc1NC(=O)COC(=O)c1cnccn1	-2.2	-1	-1.4
C=CC[C@H](CC(=O)N(CCO)Cc1ccccc1)C(=O)NC[C@H](OC(=O)[C@@H](CC=C)CC(=O)OC(C)(C)C)c1ccccc1	-1.1	-7	-0.6
O=C1N[C@@H](Cc2c[nH]c3ccccc23)COC(=O)[C@H](Cc2ccc(F)cc2)C/C=C\C[C@H]1CC(=O)N(CCO)Cc1ccccc1	0.9	-6	1.5
CCN(CC(=O)Nc1ccccc1C(F)(F)F)C(=O)Cn1c(=O)cnc2ccccc21	1.1	-1	1.7
Cc1c(NC(=O)COC(=O)/C=C/c2ccccc2Br)c(=O)n(-c2ccccc2)n1C	-0.8	-4	0.1
Cc1ccc(S(=O)(=O)N2[C@@H](c3ccc(Cl)cc3)C(C(=O)O)=CC[C@H]2c2cccc(C)c2)cc1	-1.5	-5	1.8
CC1CCC(=NNC(=O)c2ccccc2-n2cccc2)CC1 (centres undefined)	-1.1	-5	-0.3
C=CCn1c(COc2ccc(F)cc2)nnc1SC(C)C(=O)NCC1CCCO1 (centres undefined)	-1.0	2	-0.6
O=S(=O)(c1ccc(SCCOc2ccc(Br)cc2)nc1)N1CCCC1	3.3	-6	3.6
CC1CCN(CC[C@H]2CCCN2S(=O)(=O)c2cccc(O)c2)CC1	0.8	-2	0.5
COc1ccc(C(C)=O)cc1COC(=O)CCC(=O)c1cccs1	0.3	-5	0.0
Cc1ccc(C)c(S(=O)(=O)N2CCCC2CNC(=O)C(=O)NCc2cccs2)c1 (centres undefined)	-1.7	-1	-0.3
O=C(CNC(=O)c1ccc2c(=O)n3c(nc2c1)CCC3)Nc1ccc(F)c(F)c1	-0.8	-1	0.3
O=C(COC(=O)c1ccccc1[N+](=O)[O-])c1ccc2c(c1)OCO2	-0.2	-3	1.0
CCc1noc(C)c1C(=O)Nc1nnc(C(CC)CC)s1	-0.8	-1	-0.1
COCCNCc1ccccc1[N+](=O)[O-]	-0.3	-6	0.6
COc1cc2sc3ccc(-c4ccc5[nH]ccc5c4)cc3c(=O)c2cc1OC	-1.3	12	-1.2

Three compounds already listed, sorted by the value under GalR3 antagonist, lowest first.
molecule,GalR3 antagonist
O=C(CN1CCCCC1)Nc1cc(S(=O)(=O)N2CCOCC2)ccc1N1CCCC1,-3
O=C(CCNC(=O)c1ccc(Br)cc1)Nc1ccccc1N1CCCC1,-2
CC(C)(C)c1cc(NC(=O)COC(=O)c2ccc(O)cc2O)n(-c2ccccc2)n1,2

Carrying on.
SMILES	OXTR agonist	GalR3 antagonist	V1R ag counter
Cc1oc(-c2ccccc2)nc1C(=O)OCC(=O)NC(C)c1ccccc1 (centres undefined)	-2.2	4	0.2
CCCCn1c(N)c(N(CCC(C)C)C(=O)C2CC(=O)N(c3cccc(SC)c3)C2)c(=O)[nH]c1=O (centres undefined)	1.1	-6	0.7
COc1ccccc1NS(=O)(=O)c1ccc(C(=O)N2CCCCCCC2)cc1	6.4	-1	4.0
COc1ccc(CNC(=O)c2ccc(N3CCC4(CC3)CC(c3ccc(Cl)cc3)=NO4)c([N+](=O)[O-])c2)cc1	0.9	-5	2.6
CC(=O)N1CCN(S(=O)(=O)c2cccc(C(=O)NC3CC3)c2)CC1	1.1	2	0.3
CC(C)(C)c1ccc(S(=O)(=O)N2CCN(C(=O)C3=COCCO3)CC2)cc1	5.8	-3	4.0
CC1CCN(C(=O)c2[nH]cnc2C(=O)Nc2ccon2)CC1	1.4	-1	0.3
Cn1cccc1C1CCCN1CC(=O)Nc1ccc(F)c(F)c1F (centres undefined)	-0.9	-1	-0.6
CON(C)C(=O)CC(CN(Cc1ccccc1)C(=O)OC(C)(C)C)c1ccc(Cl)cc1 (centres undefined)	-0.3	-9	-0.3
Cc1ccc(C)c(C(=O)OCC(=O)Nc2cccc(S(=O)(=O)N3CCCCC3)c2)c1	9.7	-8	6.3
O=C(NNC(=O)c1ccc(F)c(S(=O)(=O)N2CCOCC2)c1)c1ccc(Br)cc1	0.4	0	1.6
CC(=O)c1ccc(NC(=O)CN2C(=O)NC3(CCc4ccccc43)C2=O)cc1 (centres undefined)	2.0	-2	1.7
COc1ccccc1OCCC(=O)OCC(=O)Nc1ccc2c(c1)OCO2	4.7	-4	5.9
CCCCn1c(N)c(N(CCOC)C(=O)c2cc(-c3ccc(F)cc3)nc3ccccc23)c(=O)[nH]c1=O	-0.8	-3	-1.3
CC(=O)N(CCCNC(=O)c1ccccc1)C(=O)c1ccccc1	1.4	11	1.3
O=C(NCC1CCCO1)c1ccc(NC(=O)c2ccc(Br)cc2)cc1 (centres undefined)	-0.2	-6	1.8
O=S(=O)(Nc1cccc(S(=O)(=O)N2CCCCC2)c1)c1ccccc1F	2.9	-6	2.8
CCOc1ccc(NC(=O)CN(C)C(=O)c2sc3ccccc3c2Cl)cc1OCC	-3.3	-1	-0.7
O=C(Nc1ccccc1C(=O)NC1CC1)c1ccccc1	0.8	-2	0.1
COc1cc(C(=O)NCC(=O)NCCN2C(=O)S/C(=C\c3ccccc3Cl)C2=O)cc(OC)c1OC	-1.0	4	0.5
CN(CC(=O)Nc1ccccc1Cl)C(=O)COC(=O)c1ccc([N+](=O)[O-])cc1Cl	-1.4	0	0.3
Cn1c(-c2ccccc2F)cc2onc(-c3ccccc3)c2c1=O	-0.5	-4	-0.3
O=C1O[C@H]([C@@H](O)CO)C(O)=C1O	0.1	-3	1.4
C[C@@H]1NC(=O)[C@@]2(C)[C@@H](c3ccccc3)[C@H]3COc4ccc(Cl)cc4[C@@H]3N2C1=O	-0.1	-4	0.3
Cc1ccc(NC(=O)CSCC(=O)Nc2cc(Cl)ccc2N2CCN(C)CC2)cc1	4.8	-10	0.1
SMILES	OXTR agonist	GalR3 antagonist	V1R ag counter
Cc1[nH]oc(=O)c1N=Nc1ccc2[nH]c(=O)[nH]c2c1	-1.1	-7	0.5
CN(C)c1ccc(N2[C@@H](CC(=O)O)c3cc(C(F)(F)F)ccc3S2(=O)=O)cc1	0.2	-4	0.9
CCN(C(=O)COC(=O)c1ccc([N+](=O)[O-])o1)c1cccc2ccccc12	0.0	1	0.6
CCOC(=O)C1CCN(C(=O)COC(=O)c2nn(C)c(=O)c3ccccc23)CC1	0.7	-3	0.7
CC(C)N(C(=O)[C@H]1CC(CC(=O)NC(C)(C)C)C(=O)N2CCc3c([nH]c4ccccc34)[C@]12C)C(C)C (some centres undefined)	-1.8	-8	-1.3
CN1CC(=O)N(CC(=O)Nc2ccc(OCc3ccccc3)cc2)C1=O	4.1	-4	2.6
O=c1c(O[C@H]2O[C@@H](CO)[C@H](O)[C@@H](O)[C@@H]2O)c(-c2ccc(O)cc2)oc2cc(O)cc(O)c12	0.9	3	0.5
CCOc1ccc(Br)cc1C1=CC(=O)C[C@H](c2ccc(OC)cc2)C1	0.2	-6	1.2
O=C(O)c1cccc(Nc2nc3ccccc3nc2NS(=O)(=O)c2ccc(F)cc2)c1	0.6	5	1.0
Cc1cccc(C)c1NC(=O)CNC(=O)c1ccc(S(=O)(=O)NCc2ccco2)cc1	-0.9	1	0.4
CCOc1ccc(NC(=O)CSc2nnc(Cc3ccccc3)c(=O)n2N)cc1	-2.5	-3	-1.2
Nc1ccc(Sc2ccccc2)nc1	0.3	-4	0.7
COc1cc(/C=N/NC(=O)c2cccc(S(=O)(=O)N3CCCC3)c2)cc(OC)c1O	0.3	0	0.4
COc1ccc(Nc2nc(-c3cccs3)nc3ccccc23)cc1S(=O)(=O)N1CCOCC1	1.0	-5	1.5
Cc1ccc(C2=NOC(=O)/C2=C\c2ccccc2)cc1	0.9	3	1.2
Cc1cc(C(=O)CSc2nnc(N)s2)c(C)n1C1CC1	-0.8	-2	-0.8
CC(C)(C)OC(=O)NCCCCCNC(=O)c1[nH]cnc1C(=O)Nc1ccon1	0.5	-4	-0.3
CCc1ccc(C2C(=O)c3ccccc3C2=O)cc1	-1.0	-4	0.7
CC(C)c1ccc(NC(=O)COC(=O)c2nn(C)c(=O)c3ccccc23)cc1	0.2	-8	1.8
